Screening data from PubChem BioAssay.
14-3-3 PPI – modulators of human 14-3-3 gamma - Raf peptide interaction | FP, 14-3-3gamma / TMR-pS259-Raf peptide binding | inhibition, % at 40 µM | 0.19% of 160,000 active; in the data active means inhibition above about 30%;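 further: 0% = protein plus tracer without compound and 100% = blank with tracer alone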
Target sequence (P61981 whole entry, looked up): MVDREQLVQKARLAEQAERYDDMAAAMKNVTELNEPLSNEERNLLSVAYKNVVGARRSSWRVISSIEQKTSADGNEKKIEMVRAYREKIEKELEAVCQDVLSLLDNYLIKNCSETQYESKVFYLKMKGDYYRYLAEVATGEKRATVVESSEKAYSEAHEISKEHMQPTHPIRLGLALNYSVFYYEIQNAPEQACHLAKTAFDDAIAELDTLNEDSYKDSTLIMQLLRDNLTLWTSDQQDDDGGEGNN
The depositor's hits bear a star; & = joins results of further samples. This is a subset, so the mix of outcomes need not match the whole.

#	compound	14-3-3 PPI
1	CN(C)C(=O)CSc1nnc(CCCCCNC(=O)OC(C)(C)C)o1	-9
2	COc1ccc(S(=O)(=O)Nc2ccc(F)c(Cl)c2)cc1OC	2
3	COc1ccc(C(=O)COC(=O)c2ccc(N3C(=O)C4C5C=CC(C5)C4C3=O)cc2)cc1 (stereo unspecified)	-12
4	COC(=O)[C@H](CCSC)NC(=O)NCCC1=CCCCC1	-6
5	COC(=O)CN1C=C(C(=O)OC)C(c2ccc(Cl)cc2)C(C(=O)OC)=C1	-1
6	CCN1CCN(C(C(=O)NC2CCCC2)c2ccc(Cl)cc2)CC1 (stereo unspecified)	4
7	Cc1ccccc1-n1nc2c(c1NC(=O)COc1ccc(Cl)cc1)CSC2	0
8	Cc1cc(C)c(C)c(OCC(=O)NCC2CCCO2)c1 (stereo unspecified)	-8
9	Cc1ccc(NS(=O)(=O)c2ccc(Cl)c([N+](=O)[O-])c2)c(Br)c1	9
10	Cc1cc(-c2csc(Nc3ccccn3)n2)ccc1F	0
11	CC1CCCN(C(=O)c2ccncc2)C1 (stereo unspecified)	-3
12	Cc1cc(NC(=O)CSc2nnc(C3COc4ccccc4O3)o2)no1 (stereo unspecified)	-5&-2

(next part)
#	compound	14-3-3 PPI
13	CCC(=O)NC(C)C(c1cccs1)N1CCN(c2ccccc2)CC1 (stereo unspecified)	2
14	COc1ccc(/C(O)=C2/C(=O)C(=O)N(CCCC(=O)O)C2c2ccc(OC)cc2)cc1 (stereo unspecified)	-5
15	Cc1cccc(C(=O)OCCSc2nc(C)c3cc(C)c(C)cc3n2)c1	-27
16	CC1N(O)C(c2ccc(Cl)cc2Cl)N(O)C1(C)C (stereo unspecified)	-6
17	Cc1ccc(C2=CC(c3ccc(F)cc3)n3c(nc4ccccc43)N2)cc1 (stereo unspecified)	-2
18	CN=CC1=C(O)c2ccccc2C1=O	-2
19	CCOc1ccccc1C1C(C(=O)N(CC)CC)=C(C)Nc2nc3ccccc3n21 (stereo unspecified)	0
20	O=C(CSc1nc2ccc([N+](=O)[O-])cc2s1)c1ccc([N+](=O)[O-])cc1	-7
21	O=C(O)c1ccc(SCc2ccccc2F)c([N+](=O)[O-])c1	-1
22	COc1ccc(S(=O)(=O)CCC(=O)N2CCC(Cc3ccccc3)CC2)cc1	5
23	COC(=O)c1ccc(NC2=CC(=NS(=O)(=O)c3ccc(OC)cc3)c3ccccc3C2=O)cc1	-22
24	O=C(Cn1nc(C(F)(F)F)c2c1CCC2)NC1CCCC1	-6

Further results:
#	compound	14-3-3 PPI
25	COc1c(F)c(F)c(C(=O)Nc2ccccc2N2CCN(C(=O)C(C)C)CC2)c(F)c1F	-6
26	Cc1cccc(N2CCN(C(=O)c3ccc(N4CC5CC(C4)c4cccc(=O)n4C5)c(NC(=O)c4cccs4)c3)CC2C)c1 (stereo unspecified)	-4
27	CC1CN(S(C)(=O)=O)CC(C)O1 (stereo unspecified)	-3
28	COc1ccc(OC)c(NC(=O)c2cnc(N3CCN(c4ccccc4OC)CC3)c3ccccc23)c1	-9
29	O=C(C1=C(O)C(=O)N(Cc2ccccc2)C1c1cccnc1)c1ccco1 (stereo unspecified)	-3
30	c1ccc2[nH]c(CSc3nc4ccccc4s3)nc2c1	-20
31	Cc1cccnc1NC(=O)c1ccc(NC(=O)C2CCCCC2)cc1	-1
32	O=c1[nH]cnc2cc(-c3ccccc3)sc12	8&-2
33	CCOc1ccc(C2C(C(=O)OC)=CN(C)C=C2C(=O)OC)cc1	-2
34	COc1cccc(C(=O)Nc2ncc3c(n2)CC(C)CC3=O)c1 (stereo unspecified)	1
35	CC1CC(C)CN(S(=O)(=O)c2ccc(C(=O)Nc3nnc(-c4ccccc4Cl)o3)cc2)C1 (stereo unspecified)	1
36	CCN(C(=O)c1cc2cc3cc(OC)ccc3nc2s1)c1ccccc1F	-26

(more compounds)
#	compound	14-3-3 PPI
37	CCC1(CC)C(=O)NC(=O)NC1=NCCc1c[nH]c2ccccc12	-3
38	CC(=O)c1cccc(Nc2nc(-c3ccc(Cl)cc3)nc3ccccc23)c1	-3
39	COc1ccc(CN2C(=O)CN(C3CCCCCC3)C(=O)C2c2ccc(OC)c(OC)c2)cc1 (stereo unspecified)	-3
40	Cc1ccc(OCC(O)CN2CCN(CC(O)COc3ccc(C)cc3Cl)CC2)c(Cl)c1 (stereo unspecified)	-6
41	Cc1c(C(=O)NC2CCCCC2)sc2nc(SCC#N)n(CCc3ccccc3)c(=O)c12	-5
42	COc1ccc(C2CC(=O)C=C(Nc3ccc(CC(=O)O)cc3)C2)cc1 (stereo unspecified)	-9
43	CCCOc1ccc(C(=O)Nc2ccc3oc(-c4ccccc4C)nc3c2)cc1	-150
44	Cc1csc(NC(=O)CSc2nnc(-c3cccs3)n2C)n1	-9
45	CCCCOc1ccc(C2C3=C(CC(C)(C)CC3=O)Nc3ccccc3N2C(=O)C(F)(F)F)cc1 (stereo unspecified)	2
46	Cc1onc(-c2ccccc2)c1C(=O)Nc1nc2ccccc2[nH]1	-3
47	Cc1ccc(NC(=O)C2C3C=CC4(O3)C2C(=O)N(C2CCCCCCC2)C4C(=O)NC2CCCC(C)C2C)cc1Cl (stereo unspecified)	-4
48	Cc1ccccc1-n1nc2c(c1NC(=O)c1cc3ccccc3oc1=O)CS(=O)C2 (stereo unspecified)	-8

More compounds.
#	compound	14-3-3 PPI
49	CCOC(=O)C1=C(C)NC2=C(C(=O)C(C(=O)OCC)C(c3ccccc3OC)C2)C1c1ccc(F)cc1 (stereo unspecified)	-2
50	Cc1c(C)n(CC(O)CN2CCC(C)CC2)c2ccccc12 (stereo unspecified)	-30
51	Cc1csc(NC(=O)c2c(O)c3c(n(CC(C)C)c2=O)CCCC3)n1	1&-5
52	O=C(Nc1nc2ccccc2s1)C1CCCO1 (stereo unspecified)	-13
53	COc1ccc(C2C(=O)c3ccccc3C2=O)c(OC)c1	-5&-4
54	CC(C)C(NC(=O)c1cccs1)C(=O)NC1=NCCS1 (stereo unspecified)	-1&6
55	CCCCNC(=O)c1c[nH]c2ccc(S(=O)(=O)Nc3cc(C)cc(C)c3)cc2c1=O	19
56	CCCCc1cc(=O)oc2cc(C)cc(OCC(=O)O)c12	-3
57	Cc1ccc2c(C)nc(Nc3nc4ccccc4c(=O)[nH]3)nc2c1	-2
58	CCCOc1ccc(C2Nc3cccc4cccc(c34)N2)cc1	-84
59	Cc1ccc(-n2c(=O)cc(N3CCc4ccccc4C3)[nH]c2=O)cc1	5
60	Cc1ccc(NC(=O)c2c(C)nc3sc(C(=O)Nc4ccc(F)cc4)c(N)c3c2-c2ccc(C)o2)c(C)c1	-32

New compounds follow:
#	compound	14-3-3 PPI
61	O=C(Cn1c(=O)n(Cc2ccco2)c(=O)c2c3c(sc21)CCCC3)Nc1ccccc1	-4
62	CC(NC(=O)Cc1cccs1)c1ccncc1 (stereo unspecified)	-17
63	O=C(CSc1nnc2c(n1)-c1cccc3cccc-2c13)Nc1ccc(Cl)cn1	-28
64	COc1ccc(CN(C(C)=O)c2cccc(C)c2C)cc1	4
65	Cc1cccc(N2CCN(C(=O)c3ccc(S(=O)(=O)Cc4ccccc4F)c([N+](=O)[O-])c3)CC2C)c1 (stereo unspecified)	12
66	COC(=O)c1sc(N2C(=O)C(O)=C(C(=O)c3cccs3)C2c2ccc(OC)cc2)nc1C (stereo unspecified)	-16
67	COc1cc(S(=O)(=O)N2CCN=C2c2ccccc2)ccc1F	-7
68	COC(=O)CSc1nc(N2CCOCC2)c2c(c1C#N)CC(C)(C)N(C)C2	-3
69	NC(=O)c1c(Cl)nc(Cl)c(Cl)c1Cl	-3
70	CC1CCN(c2oc(-c3cccc4ccccc34)nc2C#N)CC1	-9
71	CN(C)c1ccc(-c2nnn(Cc3ccccc3Br)n2)cc1	5
72	O=C(CSc1nc2c(c(=O)n1-c1ccccc1)SCC2)Nc1cccc(C(F)(F)F)c1	-16

Some of the entries so far, with the structure last:
No. | 14-3-3 PPI | Compound
13 | 2 | CCC(=O)NC(C)C(c1cccs1)N1CCN(c2ccccc2)CC1 (stereo unspecified)
53 | -5&-4 | COc1ccc(C2C(=O)c3ccccc3C2=O)c(OC)c1
35 | 1 | CC1CC(C)CN(S(=O)(=O)c2ccc(C(=O)Nc3nnc(-c4ccccc4Cl)o3)cc2)C1 (stereo unspecified)

New compounds follow:
#	compound	14-3-3 PPI
73	Brc1cccc(-c2nc(-c3cccnc3)no2)c1	-1
74	COC(=O)COc1cccc(NC(=O)COc2ccccc2)c1	3
75	CC(C)Cc1ccc(S(=O)(=O)Nc2cccc(Cl)c2)cc1	-7
76	Cc1nc2c([nH]c3ccc(Br)cc32)s1	0
77	CCCC1=C(C(=O)OCC)C(c2ccccc2OC)NC(=O)N1C (stereo unspecified)	-5
78	O=C(CSc1nc2ccccc2o1)N1c2ccccc2Sc2ccc(Cl)cc21	-29
79	Cc1nc2[nH]c(=S)[nH]c2cc1Br	-11
80	O=C(O)C1C2C=CC(C2)C1C(=O)N1CCN(CCO)CC1 (stereo unspecified)	0
81	COc1cc(C(=O)NC2CCN(Cc3ccccc3)CC2)cc(OC)c1OC	1
82	Cc1ccc2c(c1)NC(=O)C(CC(=O)NCCCN1CCCCC1)O2 (stereo unspecified)	2
83	Cn1c(=O)c(=O)n(C)c2cc(S(=O)(=O)CCC(=O)N3CCOCC3)ccc21	4
84	Cc1cc2sc(NC(=O)c3ccc(N)cc3)nc2cc1N	-7

Remaining list, next part
#	compound	14-3-3 PPI
85	N#CCCN(Cc1cccnc1)S(=O)(=O)c1ccc(S(=O)(=O)N2CCCCCC2)cc1	3
86	O=C(CC(NCCN1CCOCC1)C(=O)O)Nc1cccc(Cl)c1 (stereo unspecified)	-11
87	O=C(NCCCN1CCCC1=O)c1ccc2c(=O)n(Cc3cccc(Br)c3)c(=S)[nH]c2c1	2
88	O=C(Nc1ccc2c(c1)OCO2)C1CCCN1C(=O)NCc1ccccc1 (stereo unspecified)	-1
89	O=C1CC(NCc2ccccc2F)C(=O)N1c1ccccc1 (stereo unspecified)	-1
90	O=[N+]([O-])c1ccc(-c2cn(-c3ccc(F)cc3)c(=S)[nH]2)cc1	-4
91	COc1cccc(C2C(C(=O)Nc3ccccc3OC)=C(C)NC3=C2C(=O)CC(c2ccc(OC)c(OC)c2)C3)c1 (stereo unspecified)	2
92	Cc1ccc2c(c1)NC(=S)CC(c1ccccc1)=N2	-3
93	Cc1ccc(NCc2nnc(SCC(=O)Nc3ncc(C)s3)n2CC2CCCO2)c(C)c1 (stereo unspecified)	1
94	COc1ccccc1NS(=O)(=O)c1ccc(NC(=O)c2nc3ncccn3n2)cc1	-2
95	Oc1ccccc1-c1nc(N2CCOCC2)c2ccccc2n1	-12
96	O=[N+]([O-])c1ccc(C23CC4CC(CC(c5ccccc5)(C4)C2)C3)cc1	3

A different layout for four compounds above:
87	O=C(NCCCN1CCCC1=O)c1ccc2c(=O)n(Cc3cccc(Br)c3)c(=S)[nH]c2c1
  14-3-3 PPI: 2
88	O=C(Nc1ccc2c(c1)OCO2)C1CCCN1C(=O)NCc1ccccc1 (stereo unspecified)
  14-3-3 PPI: -1
89	O=C1CC(NCc2ccccc2F)C(=O)N1c1ccccc1 (stereo unspecified)
  14-3-3 PPI: -1
90	O=[N+]([O-])c1ccc(-c2cn(-c3ccc(F)cc3)c(=S)[nH]2)cc1
  14-3-3 PPI: -4

Reformatted field by field: 4 of the compounds above.
#94 COc1ccccc1NS(=O)(=O)c1ccc(NC(=O)c2nc3ncccn3n2)cc1
- 14-3-3 PPI: -2
#87 O=C(NCCCN1CCCC1=O)c1ccc2c(=O)n(Cc3cccc(Br)c3)c(=S)[nH]c2c1
- 14-3-3 PPI: 2
#91 COc1cccc(C2C(C(=O)Nc3ccccc3OC)=C(C)NC3=C2C(=O)CC(c2ccc(OC)c(OC)c2)C3)c1 (stereo unspecified)
- 14-3-3 PPI: 2
#90 O=[N+]([O-])c1ccc(-c2cn(-c3ccc(F)cc3)c(=S)[nH]2)cc1
- 14-3-3 PPI: -4

Continued.
#	compound	14-3-3 PPI
97	Nc1cccc(C(=O)O)c1	1
98	COc1ccc(N2CCSC2)cc1	9
99	N#CC1=C(N)OC2=C(C(=O)CCC2)[C@]12C(=O)N(CC(N)=O)c1ccccc12	0
100	NC(=O)C1CCCN(C(=O)Nc2cccc3ccccc23)C1 (stereo unspecified)	0
101	CSc1nc2c(c(=O)[nH]1)C(c1cccs1)C1=C(CC(C)(C)CC1=O)N2 (stereo unspecified)	-8
102	O=C(CCSc1nc2cc(Cl)ccc2o1)N1CCOCC1	-11
103	Cc1nc2nc(-c3ccccc3)cn2nc1C	-23
104	O=C(CSc1ncn(-c2ccccc2)n1)Nc1ccc2c(c1)OCO2	-11
105	COc1ccc(Nc2c3c(nc4ccc(Cl)cc24)CCC3)cc1OC	-4
106	Cc1c(Cl)c(-c2n[nH]c(=S)n2Cc2ccco2)nn1C	9
107	Cc1ccc(Cn2nc(C)c(NC(=O)c3cc(-c4cccc(Cl)c4)on3)c2C)cc1	-23
108	O=C(CCN1C(=O)c2cccc3cccc(c23)C1=O)NCc1ccco1	-5

Single values from the results shown.
entry 71 | 14-3-3 PPI: 5
entry 12 | 14-3-3 PPI: -5&-2
entry 47 | 14-3-3 PPI: -4
entry 6 | 14-3-3 PPI: 4
entry 74 | 14-3-3 PPI: 3
entry 17 | 14-3-3 PPI: -2

Next section.
#	compound	14-3-3 PPI
109	CC1CCN(C(=O)c2cc3ccccc3o2)CC1	-10
110	CCOC(=O)c1cnc(SCc2ccccc2Cl)nc1N	-1
111	COCCNc1ncnc2c1cnn2-c1ccc(C)cc1C	6
112	CCc1ccc(Nc2cc(C(=O)N3CCCC3)c3ccccc3n2)cc1	3
113	CCOc1ccc2cc(C(=O)Nc3ccc(C)cc3)c(=N)oc2c1	-184
114	Cn1c(=O)[nH]c(=O)c2c1nc(N1CCOCC1)n2CC(O)COc1ccccc1 (stereo unspecified)	-5&-7
115	CC(C)Oc1ccc(CNCCC2(c3ccccc3)CCOC(C)(C)C2)cc1 (stereo unspecified)	-2
116	CCC1CCCCN1CCNS(=O)(=O)c1ccc2c(c1)CCN2C(=O)C1CCC1 (stereo unspecified)	52*
117	CCn1c(C)nc2cc(S(=O)(=O)C(F)(F)C(F)C(F)(F)F)ccc21 (stereo unspecified)	-5
118	CCOC(=O)c1nc(NC(=O)COc2ccc(C)cc2)sc1C	-2
